Compound activity deposited in PubChem by several laboratories.
BioA inh – blocks M. tuberculosis BioA enzyme activity. purified M. tuberculosis BioA enzyme, plate reader. inhibition, % at 9.99 µM. actives 0.096% (n = 360,000); in the data active means inhibition above about 40%; inconclusive means no clear call, values can overlap the other calls
Mtb FBA inh – Mtb fructose-bisphosphate aldolase inhibition. P9WQA3. purified M. tuberculosis FBA, fluorescence read-out. inhibition, % at 1 µM. actives 2.3% (n = 360,000). AID 588726; in the data active means inhibition above about 27%;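 further: 0% = vehicle and 100% = reference inhibitor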
Target sequence (P9WQA3 whole entry, looked up): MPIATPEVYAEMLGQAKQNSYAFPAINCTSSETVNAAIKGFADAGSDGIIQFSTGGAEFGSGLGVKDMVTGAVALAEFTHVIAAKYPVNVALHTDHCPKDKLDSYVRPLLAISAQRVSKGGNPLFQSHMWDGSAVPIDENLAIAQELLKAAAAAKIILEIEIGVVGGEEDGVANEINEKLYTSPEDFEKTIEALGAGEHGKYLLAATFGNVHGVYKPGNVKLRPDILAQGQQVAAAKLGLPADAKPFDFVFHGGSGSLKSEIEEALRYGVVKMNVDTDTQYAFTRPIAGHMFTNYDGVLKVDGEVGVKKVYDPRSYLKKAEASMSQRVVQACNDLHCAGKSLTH
BoNT F protease – blocks Botulinum neurotoxin F light chain protease; Multiplex microsphere protease cleavage assay, flow cytometry; inhibition, % at 10 µM; actives 0.22% (n = 360,000); in the data active means inhibition above about 35%, passing the limit was not always enough; inconclusive means no clear call, values can overlap the other calls; further: plate controls were buffer without enzyme for full effect and enzyme alone for no effect
Rv3671c protease – inhibitors of M. tuberculosis serine protease Rv3671c. P9WHR9. inhibition, % at 5.96 µM. actives 0.048% (n = 320,000); in the data active means inhibition above about 38%;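 further: extracellular domain of Rv3671c used as enzyme; 0% = enzyme with DMSO and 100% = no enzyme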
Target sequence (P9WHR9 whole entry, looked up, the tested form may be a part): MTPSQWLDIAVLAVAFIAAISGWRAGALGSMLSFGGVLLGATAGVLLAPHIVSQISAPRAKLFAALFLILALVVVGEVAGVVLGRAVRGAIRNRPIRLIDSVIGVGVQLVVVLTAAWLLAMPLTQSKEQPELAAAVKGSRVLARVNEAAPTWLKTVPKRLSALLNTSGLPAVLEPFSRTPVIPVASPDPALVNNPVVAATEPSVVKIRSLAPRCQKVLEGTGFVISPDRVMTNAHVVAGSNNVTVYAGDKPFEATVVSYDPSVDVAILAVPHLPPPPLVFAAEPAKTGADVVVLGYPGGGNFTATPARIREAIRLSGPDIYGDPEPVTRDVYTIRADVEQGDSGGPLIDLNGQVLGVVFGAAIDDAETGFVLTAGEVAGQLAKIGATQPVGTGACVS
UGM FP inh – inhibitors of M. tuberculosis UDP-galactopyranose mutase; P9WIQ1; purified UGM, fluorescence polarization probe displacement; inhibition, % at 10 µM; actives 0.06% (n = 320,000); in the data active means inhibition above about 10%, passing the limit was not always enough; inconclusive means no clear call, values can overlap the other calls
MazEF act – activators of E. coli MazEF toxin-antitoxin RNase; P0AE70; FAM/BHQ RNA-DNA oligo cleavage fluorescence, 5 h; activation, % at 20 µM; actives 0.32% (n = 350,000); in the data active means activation above about 50%
Target sequence (P0AE70 whole entry, looked up): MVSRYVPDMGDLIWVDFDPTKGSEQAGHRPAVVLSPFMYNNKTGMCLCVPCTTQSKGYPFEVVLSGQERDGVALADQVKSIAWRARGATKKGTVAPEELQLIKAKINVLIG
PrPC surface inh – cell surface PrPC inhibition, primary TR-FRET screen; TR-FRET read-out; inhibition, % at 13.8 µM; actives 0.43% (n = 370,000); P04156; in the data active means inhibition above about 24%; further: 0% = median of the test wells and 100% = reference compound wells
GDH-TPI inh – GDH-TPI coupled enzyme inhibition counter-screen; GDH-TPI coupled enzyme counterscreen, NADH absorbance; inhibition, % at 4.8 µM; actives 1.2% (n = 360,000); AID 588335; in the data active means inhibition above about 30%;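 further: 0% = DMSO wells and 100% = wells lacking the enzyme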
FadD28 FP inh – inhibitors of Mycobacterium tuberculosis FadD28 bisubstrate binding. actives 0.22% (n = 360,000). AID 588549. inhibition, % at 12.5 µM. FadD28 bisubstrate probe binding, fluorescence polarization; in the data active means inhibition above about 8.5%, passing the limit was not always enough; inconclusive means no clear call, values can overlap the other calls
An asterisk follows results filed as active.

CN(C1CCCCC1)S(=O)(=O)Cc1ccccc1 was read as Mtb FBA inh -3, BoNT F protease 2, Rv3671c protease 2, UGM FP inh 0.4, MazEF act 1, PrPC surface inh -3, GDH-TPI inh -13 and FadD28 FP inh 0.7.
COC(=O)c1cccc(C23CC4(C2)[C@H](CN(C)[C@@H]4c2ccccc2)C3c2ccccc2)c1 (stereo not given in full) was read as BioA inh -1.4, Mtb FBA inh 3, BoNT F protease -14, Rv3671c protease -17, UGM FP inh 3.0, MazEF act -5, PrPC surface inh -2, GDH-TPI inh 5 and FadD28 FP inh -1.5.
`N#CC1C(=O)c2ccccc2C1c1ccccc1` (stereo not given) gave Mtb FBA inh 19, BoNT F protease -17, MazEF act 5, PrPC surface inh 0, GDH-TPI inh 1 and FadD28 FP inh -2.6.
For O=C(Cn1nc(-c2ccco2)ccc1=O)Nc1cc(Cl)ccc1Cl the results were BioA inh 0.6, Mtb FBA inh 16, BoNT F protease 1, Rv3671c protease -13, UGM FP inh 0.4, MazEF act 2, PrPC surface inh -13, GDH-TPI inh 8 and FadD28 FP inh -1.6.
COc1cccc(/C=C2\SC(=O)N(CCC(=O)N3CCC(C(=O)O)CC3)C2=O)c1 was read as BioA inh -1.0, Mtb FBA inh -1, Rv3671c protease 2, UGM FP inh -3.3, MazEF act 3, PrPC surface inh -18, GDH-TPI inh 46* and FadD28 FP inh -3.1.
`CC(C)(C)c1ccc(NC(=O)c2ccc(=O)[nH]n2)cc1` gave BioA inh 1.1, Mtb FBA inh 0, BoNT F protease -2, Rv3671c protease -2, UGM FP inh -0.6, MazEF act 12, PrPC surface inh -3 and GDH-TPI inh 1.
COc1cc2c(cc1OC)CN(C(=O)CSc1nc(C)cc(C)c1C#N)CC2 was read as BioA inh 0.3, Mtb FBA inh 12, BoNT F protease -4, Rv3671c protease 1, UGM FP inh -2.7, MazEF act 4, PrPC surface inh 1, GDH-TPI inh 0 and FadD28 FP inh -4.2.
c1cnn(-c2nc(N3CCOCC3)nc(N3CCOCC3)n2)c1 was read as BioA inh -1.5, Mtb FBA inh 2, BoNT F protease 5, Rv3671c protease 7, UGM FP inh -1.9, MazEF act 2, PrPC surface inh -5, GDH-TPI inh -14 and FadD28 FP inh -3.3.
Screening COc1ccc(C(=O)/C=C/Nc2cc(C)on2)c(OC)c1 returned BioA inh -0.4, Mtb FBA inh 2, BoNT F protease 11, Rv3671c protease 9, UGM FP inh 1.3, MazEF act -5, PrPC surface inh -14, GDH-TPI inh 40* and FadD28 FP inh -2.4.
COc1ccc2oc(=O)c(C(=O)NCc3cccnc3)cc2c1 was read as BioA inh 3.6, Mtb FBA inh 44*, BoNT F protease -10, Rv3671c protease 6, UGM FP inh -4.9, MazEF act 7, PrPC surface inh 5, GDH-TPI inh 4 and FadD28 FP inh -0.2.

Arranged by length of the SMILES (lowest first): 4 of the compounds above.
`N#CC1C(=O)c2ccccc2C1c1ccccc1` (stereo not given) gave Mtb FBA inh 19, BoNT F protease -17, MazEF act 5, PrPC surface inh 0, GDH-TPI inh 1 and FadD28 FP inh -2.6.
CN(C1CCCCC1)S(=O)(=O)Cc1ccccc1 was read as Mtb FBA inh -3, BoNT F protease 2, Rv3671c protease 2, UGM FP inh 0.4, MazEF act 1, PrPC surface inh -3, GDH-TPI inh -13 and FadD28 FP inh 0.7.
`CC(C)(C)c1ccc(NC(=O)c2ccc(=O)[nH]n2)cc1` gave BioA inh 1.1, Mtb FBA inh 0, BoNT F protease -2, Rv3671c protease -2, UGM FP inh -0.6, MazEF act 12, PrPC surface inh -3 and GDH-TPI inh 1.
COc1cc2c(cc1OC)CN(C(=O)CSc1nc(C)cc(C)c1C#N)CC2 was read as BioA inh 0.3, Mtb FBA inh 12, BoNT F protease -4, Rv3671c protease 1, UGM FP inh -2.7, MazEF act 4, PrPC surface inh 1, GDH-TPI inh 0 and FadD28 FP inh -4.2.

The list continues:
`CC(C)COC(=O)C1[C@H]2C(=O)N(Cc3cccs3)C[C@]23C=C[C@H]1O3` (stereo not given in full) gave BioA inh 1.0, Mtb FBA inh 0, BoNT F protease -12, Rv3671c protease -2, UGM FP inh 0.6, MazEF act 2, PrPC surface inh -6, GDH-TPI inh -3 and FadD28 FP inh -1.2.
`CC1CC(C)CN(CCCNC(=O)Cc2c(C(=O)O)n(C)c3ccccc23)C1` (stereo not given) gave BioA inh -0.9, Mtb FBA inh 3, BoNT F protease -12, Rv3671c protease -5, UGM FP inh 1.1, MazEF act 8, PrPC surface inh -6, GDH-TPI inh 8 and FadD28 FP inh 0.7.
Screening CCOc1ccccc1C(=O)OCC(=O)Nc1ccc(OC(F)F)cc1 returned BioA inh 1.1, Mtb FBA inh 0, BoNT F protease 1, Rv3671c protease 1, UGM FP inh 0.4, MazEF act -19, PrPC surface inh 5, GDH-TPI inh 0 and FadD28 FP inh -0.3.
Screening CCOC(=O)C1=C(C)NC(=S)NC1c1ccc(OCC(=O)N2CCCCCC2)cc1 (stereo not given) returned BioA inh 1.4, Mtb FBA inh -2, BoNT F protease -3, Rv3671c protease 3, UGM FP inh -3.7, MazEF act 19, PrPC surface inh -2, GDH-TPI inh -7 and FadD28 FP inh -4.7.
For CC(=O)Nc1ccc(N(C(=O)CNC(=O)c2ccco2)C(C(=O)NC2CCCC2)c2ccco2)cc1 (stereo not given) the results were BioA inh -3.7, Mtb FBA inh 3, BoNT F protease 12, Rv3671c protease 0, UGM FP inh 0.3, MazEF act 6, PrPC surface inh -8, GDH-TPI inh 4 and FadD28 FP inh 1.2.
For CC(=O)Nc1ccc(S(=O)(=O)Nc2nc3ccccc3nc2-n2ccc(=NC(=O)c3ccc(F)cc3)cc2)cc1 the results were BioA inh -5.2, Mtb FBA inh 3, BoNT F protease -2, Rv3671c protease -1, UGM FP inh 0.6, MazEF act -27, PrPC surface inh -17, GDH-TPI inh 8 and FadD28 FP inh -1.8.
For FC(F)(F)c1cc(-c2ccccc2)nc(NCc2cccnc2)n1 the results were BioA inh 2.1, Mtb FBA inh 7, BoNT F protease -12, Rv3671c protease -14, UGM FP inh 0.2, MazEF act -1, PrPC surface inh -2, GDH-TPI inh 7 and FadD28 FP inh -1.5.
`Cc1cc(=O)oc2cc(OCC(=O)NC3CCCCC3)ccc12` gave BioA inh -0.9, Mtb FBA inh 14, BoNT F protease 0, Rv3671c protease 6, UGM FP inh -1.0, MazEF act -1, PrPC surface inh 5 and GDH-TPI inh 10.
`CC(C)NC(=O)c1ccc(N(Cc2ccc(Cl)cc2)S(C)(=O)=O)cc1` gave BioA inh -2.8, Mtb FBA inh 0, BoNT F protease inconclusive, Rv3671c protease 1, UGM FP inh -0.2, MazEF act -5, PrPC surface inh 5, GDH-TPI inh 0 and FadD28 FP inh -1.8.
`O=C(CN1C(=O)c2ccccc2C1=O)N1CCN(c2ccccc2)CC1` gave BioA inh 1.3, Mtb FBA inh -5, BoNT F protease inconclusive, Rv3671c protease -5, UGM FP inh -0.8, MazEF act -3, PrPC surface inh -4, GDH-TPI inh -9 and FadD28 FP inh -4.6.
For CC(=O)Nc1ccc(S(=O)(=O)N2CCN(CC(=O)NC3CCCC3)CC2)cc1 the results were BioA inh -2.7, Mtb FBA inh 1, BoNT F protease -19, Rv3671c protease -1, UGM FP inh -0.2, MazEF act -7, PrPC surface inh -5, GDH-TPI inh 3 and FadD28 FP inh 0.1.
For C=CCN(Cc1ccc(OC)c(OC)c1)C(=O)N1CCOCC1 the results were BioA inh -0.3, Mtb FBA inh 2, BoNT F protease 2, Rv3671c protease 2, UGM FP inh -0.3, MazEF act 10, PrPC surface inh 2, GDH-TPI inh -1 and FadD28 FP inh 0.6.
Screening O=C(NCc1cccs1)c1ccncc1 returned BioA inh -2.4, Mtb FBA inh -2, BoNT F protease 0, Rv3671c protease -11, UGM FP inh -3.7, MazEF act 6, PrPC surface inh 6, GDH-TPI inh -9 and FadD28 FP inh -1.7.
For Cc1cccc(OC(=O)c2cncc(Br)c2)c1 the results were Mtb FBA inh -1, BoNT F protease -4, Rv3671c protease 5, UGM FP inh -0.4, MazEF act -4, PrPC surface inh -1, GDH-TPI inh -7 and FadD28 FP inh -2.2.
Screening CCNc1nc(C)cc(COC)c1C#N returned BioA inh -0.7, Mtb FBA inh 127*, BoNT F protease 5, Rv3671c protease -2, UGM FP inh -1.4, MazEF act -16, PrPC surface inh -8, GDH-TPI inh 19 and FadD28 FP inh -0.1.
Screening O=C(Nc1cccc(C(F)(F)F)c1)c1n[nH]c(Cn2cncn2)n1 returned BioA inh -0.5, Mtb FBA inh 1, BoNT F protease -38, Rv3671c protease -6, UGM FP inh -0.4, MazEF act 1, PrPC surface inh 0, GDH-TPI inh 17 and FadD28 FP inh 0.6.
CCc1ccc(NC(=O)CSc2nc(O)cc(=O)n2C2CCCC2)cc1 was read as Mtb FBA inh 6, BoNT F protease -5, Rv3671c protease -3, UGM FP inh 1.5, MazEF act 4, PrPC surface inh 0, GDH-TPI inh -1 and FadD28 FP inh -1.6.
For COc1ccc(CC(=O)Nc2cccc(S(=O)(=O)N3CCOCC3)c2)cc1OC the results were BioA inh 0.0, Mtb FBA inh 2, BoNT F protease -8, Rv3671c protease -3, UGM FP inh 0.0, MazEF act -6, PrPC surface inh 10, GDH-TPI inh 2 and FadD28 FP inh -1.0.
For COc1ccc(NC(=O)c2cccc(Oc3ccccc3)c2)cn1 the results were BioA inh 0.5, Mtb FBA inh 1, BoNT F protease 6, Rv3671c protease -8, UGM FP inh 2.5, MazEF act 8, PrPC surface inh 26*, GDH-TPI inh -10 and FadD28 FP inh -0.5.
Screening O=C(NCc1ccccc1)c1nc(S(=O)(=O)Cc2ccccc2)ncc1Cl returned BioA inh 1.1, Mtb FBA inh 3, BoNT F protease -1, Rv3671c protease -15, UGM FP inh -2.0, MazEF act 5, PrPC surface inh 5, GDH-TPI inh 10 and FadD28 FP inh -1.2.
CC(C)c1ccc(S(=O)(=O)c2nnn3c2nc(N2CCCCC2)c2ccccc23)cc1 was read as Mtb FBA inh 1, BoNT F protease -13, Rv3671c protease -4, UGM FP inh 1.6, MazEF act -5, PrPC surface inh 2, GDH-TPI inh 1 and FadD28 FP inh -1.1.
Screening CC1(c2ccccc2Cl)NC(=O)N(CC(=O)Nc2ccc(N3CCOCC3)cc2)C1=O (stereo not given) returned BioA inh -1.5, Mtb FBA inh 0, BoNT F protease -6, Rv3671c protease -6, UGM FP inh -1.3, MazEF act 0, PrPC surface inh -7, GDH-TPI inh 0 and FadD28 FP inh -2.7.
Screening C=CCNC(=S)Nc1ccc(OC(=O)Nc2ccc(Cl)c(Cl)c2)cc1 returned BioA inh -0.4, Mtb FBA inh 1, BoNT F protease -13, MazEF act 1, PrPC surface inh 2, GDH-TPI inh 0 and FadD28 FP inh -1.0.
`COC(=O)c1ccc(NC(=O)c2ccc3nccnc3c2)cc1` gave BioA inh 0.2, Mtb FBA inh 0, BoNT F protease -2, Rv3671c protease -9, UGM FP inh 0.4, MazEF act -12, PrPC surface inh -14, GDH-TPI inh 2 and FadD28 FP inh -1.1.
For CCOc1ncccc1C(=O)OCC(=O)Nc1ccc(-c2nc3ccc(C)cc3s2)cc1 the results were Mtb FBA inh 34*, BoNT F protease -3, Rv3671c protease -7, UGM FP inh 1.2, MazEF act -19, PrPC surface inh 4, GDH-TPI inh 14 and FadD28 FP inh -3.5.
`Cc1ccc(C2CC(c3ccco3)n3nc(N)nc3N2)cc1` (stereo not given) gave BioA inh 2.7, Mtb FBA inh 23, BoNT F protease -6, Rv3671c protease -4, UGM FP inh -1.0, MazEF act 6, PrPC surface inh 4, GDH-TPI inh 13 and FadD28 FP inh -0.7.
Screening Cc1[nH]nc2c1C(c1cccnc1)N(c1ccc(Br)cc1)C2=O (stereo not given) returned BioA inh 4.1, Mtb FBA inh 2, BoNT F protease 0, Rv3671c protease 2, UGM FP inh -0.5, MazEF act -5, PrPC surface inh 10, GDH-TPI inh 5 and FadD28 FP inh -11.
CC(C)CCNC(=O)CCn1c(=S)oc2ccccc21 was read as BioA inh -0.3, Mtb FBA inh -1, BoNT F protease 1, Rv3671c protease 7, UGM FP inh 0.4, MazEF act 2, PrPC surface inh 2, GDH-TPI inh 1 and FadD28 FP inh 0.5.

Not a hit list; 4.8% or so of the library scored in one or more.
